Screening data deposited in PubChem by Broad Institute.
S100A4 inh HTS = S100A4-myosin IIA interaction inhibition. P26447. inhibition, % at 10.7 µM. hit rate 0.14% among 360,000. S100A4/TAMRA-MyoIIA peptide fluorescence polarization;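 active means mean inhibition of at least 70% across replicates, with every replicate also reaching that level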
Target sequence (P26447 whole entry, looked up): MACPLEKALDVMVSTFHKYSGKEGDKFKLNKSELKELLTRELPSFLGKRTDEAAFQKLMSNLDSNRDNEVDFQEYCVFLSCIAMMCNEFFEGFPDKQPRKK
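Assay system: human S100A4 monomer with TAMRA-labelled myosin IIA peptide / Buffer or medium: Calcium-containing HEPES buffer, pH 7.2 / Reagent: TAMRA-labelled myosin IIA heavy-chain peptide probe, 5 nM / Compound: one dose per compound / Timing: polarization read 5 min after assay mix addition, stable 5–60 min / Benchmarks: neutral control DMSO, positive control TFP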
LGR2 antag = blocks bursicon-induced cAMP signaling via Drosophila LGR2 | HEK293 LGR2, CRE-luciferase, bursicon-stimulated, 4 h | hit rate 0.35% among 380,000 | inhibition, % at 9.99 µM;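 active means drop in luminescence signal, shown as inhibition above about 50% in the replicate tests, limit read from the data, passing the limit was not always enough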;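 further: agonist challenge used bursicon conditioned medium at about half maximal strength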
C2C12 statin = suppression of simvastatin myotoxicity; C2C12 myotubes + simvastatin, ATP luminescence, 48 h; scaled: DMSO 0, geranylgeraniol control 100; rescue of ATP level, % at 7.49 µM; hit rate 0.78% among 330,000; AID 602340;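 active means mean ATP rescue above about 67%, or every replicate alone reaching that limit, limit read from the data, passing the limit was not always enough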;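 further: myotubes were challenged with 10 µM simvastatin during compound exposure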
SIRT5 inh = sirtuin-5 (human) deacylase inhibition; Q9NXA8; inhibition, % at 15 µM; AID 652115; hit rate 1.1% among 330,000; Purified SirT5, succinyl-peptide AMC, trypsin-coupled fluorescence; in the data active means inhibition above about 15%
Target sequence (Q9NXA8 whole entry, looked up): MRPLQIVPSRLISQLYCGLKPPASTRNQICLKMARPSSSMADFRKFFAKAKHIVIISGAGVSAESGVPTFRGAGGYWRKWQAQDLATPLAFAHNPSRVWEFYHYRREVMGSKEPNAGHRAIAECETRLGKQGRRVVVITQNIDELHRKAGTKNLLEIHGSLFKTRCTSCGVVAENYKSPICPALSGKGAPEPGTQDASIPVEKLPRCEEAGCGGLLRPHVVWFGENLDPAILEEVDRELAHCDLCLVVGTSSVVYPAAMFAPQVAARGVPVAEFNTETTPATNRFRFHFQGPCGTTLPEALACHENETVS
CASP6 VEID inh = inhibitors of human caspase-6. inhibition, % at 12.5 µM. purified caspase-6, Z-VEID-R110 cleavage fluorescence. P55212. hit rate 0.53% among 350,000. AID 686996;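 active means mean inhibition across replicates at least about 35%, with every replicate also reaching that limit, limit read from the data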;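 further: 0% = median of neutral control wells and 100% = no fluorescence left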
Target sequence (P55212 24-179 limits assumed): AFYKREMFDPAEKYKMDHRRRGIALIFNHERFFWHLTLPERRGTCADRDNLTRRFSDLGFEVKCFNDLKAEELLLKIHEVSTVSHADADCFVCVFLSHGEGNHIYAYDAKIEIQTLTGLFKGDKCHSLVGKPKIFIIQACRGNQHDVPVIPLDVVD
Target sequence (P55212 194-293 limits assumed): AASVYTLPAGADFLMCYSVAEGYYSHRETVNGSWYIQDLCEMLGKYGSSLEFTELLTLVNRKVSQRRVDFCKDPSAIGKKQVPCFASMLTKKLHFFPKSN
FN deposit inh = fibronectin deposition inhibition; AH1F fibroblasts, Alexa488-fibronectin deposition fluorescence, overnight; inhibition, % at 12.6 µM; hit rate 0.086% among 350,000; AID 743247;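 active means mean inhibition across replicates of 30% or more, regardless of how many single replicates reach that level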;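 further: positive control wells lacked labelled fibronectin entirely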
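Schedule: 1 h cell adhesion before compound, then overnight fibronectin incubation; test system: AH1F fibroblast monolayer depositing Alexa488-labelled fibronectin into matrix; quantity: 10000 AH1F cells per well; probe or stimulus: fluorescent fibronectin at 24 nM final; signal: fluorescence, ex 485 nm, em 525 nm; evaluation: percent inhibition as loss of matrix-bound fibronectin fluorescence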
esBAF inh = blocks esBAF chromatin remodeling in mouse ES cells; AID 602393; reporter increase, % at 12.5 µM; hit rate 2% among 350,000; Bmi1-luciferase knock-in reporter, 24 h; 100% = twice the neutral-well signal; in the data active means activation above about 40%;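 further: 0% = median of the plate's neutral control wells and 100% = double that signal; a rise in the Bmi1 reporter signal indicates esBAF inhibition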
The depositor's hits bear a star; . = no result given. Only part of the results is shown, so the mix of outcomes need not match the whole.

The line under a structure holds: S100A4 inh HTS | LGR2 antag | C2C12 statin | SIRT5 inh | CASP6 VEID inh | FN deposit inh | esBAF inh
> CCS(=O)(=O)N1CC2(CN(Cc3ccc(OC)cc3)[C@H](CO)c3c2c2ccc(OC)cc2n3C)C1
    1 | 6 | . | -3 | 1 | . | .
> CCC(C)c1ccc(C(C)NC(=S)NCc2ccc(F)cc2)cc1 (configuration not stated)
    -3 | 7 | 14 | -3 | -2 | . | -2
> CCc1cccc(NC(=O)COC(=O)c2cc(=O)c3ccccc3o2)c1
    -2 | -68 | -2 | -3 | -1 | . | 9
> CN(C)CCCNc1nc(N)c([N+](=O)[O-])c(NC2CCCCC2)n1
    -3 | -15 | 9 | 0 | -10 | 4 | -2
> COc1cccc(NC(=O)C[C@H]2CC[C@@H]3[C@H](COc4ccc(NC(=O)C5CCC5)cc4C(=O)N3C)O2)c1
    . | -10 | . | -4 | . | -3 | .
> Cc1ccc(Cl)cc1NC(=O)CC1NC2CCCCC2NC1=O (configuration not stated)
    -9 | 4 | -5 | -5 | -1 | 2 | 2
> CN1CCCC(OC(=O)c2cc(Br)ccc2Cl)C1 (configuration not stated)
    -2 | 6 | -1 | -2 | 18 | . | -2
> Nc1nc(SCC(=O)c2ccc(Cl)cc2)c2ncn(C3OC(CO)C(O)C3O)c2n1 (configuration not stated)
    -2 | -3 | -4 | 2 | 1 | -1 | -11
> Cc1nc2cc(NC(=O)C3(C)CCCN(C(C)C)C3)ccc2o1 (configuration not stated)
    2 | -11 | 1 | . | -3 | 2 | 4
> Fc1ccc(NCc2n[nH]c(=S)n2Cc2ccccc2)cc1
    -2 | 4 | 15 | -2 | . | . | 6
> Nc1scc[n+]1Cc1cccc2cccnc12
    -5 | 4 | . | -1 | 0 | -6 | .
> O=C1CSC(=Nc2cccc(Cl)c2Cl)N1
    2 | -12 | 1 | 2 | -1 | -3 | -3
> O=C(c1ccncc1)N1CCN(C(=O)c2ccco2)CC1
    . | . | -9 | . | . | 12 | -9
> C[C@@H]1CCCCO[C@@H](CN(C)C(=O)Nc2cccc3ccccc23)[C@H](C)CN([C@H](C)CO)C(=O)c2cc(NC(=O)Nc3ccc(C(F)(F)F)cc3)ccc2O1
    26 | 6 | -2 | 0 | -3 | . | 5
> CN(Cc1c(F)cccc1Cl)C(=O)CCc1c[nH]c2ccccc12
    -1 | 5 | 20 | -2 | 0 | 2 | 3
> CC(C)NC(=O)N(C)C[C@H]1OCCCC[C@@H](C)Oc2ccc(NS(=O)(=O)c3ccccc3)cc2C(=O)N([C@H](C)CO)C[C@H]1C
    16 | 5 | . | -3 | 0 | . | 2
> CC1(C)CC(NS(=O)(=O)c2ccc(Cl)cc2)CC(C)(C)N1
    -2 | 0 | 14 | -3 | 1 | 4 | 3
> CCS(=O)(=O)NCC(c1cccnc1)N1CCN(c2ccc(OC)cc2)CC1 (configuration not stated)
    -2 | -11 | . | 1 | -7 | -1 | .
> C/C(N)=C(/C#N)C(=O)COC(=O)c1ccccc1C(=O)c1ccc(C)cc1
    1 | 7 | . | -6 | 7 | 8 | .
> COc1ccccc1-c1cnc2c(c1)C(=O)N([C@@H](C)CO)C[C@H](C)[C@@H](CN(C)Cc1ccc(C(=O)O)cc1)O2
    3 | 1 | 9 | 4 | 1 | 6 | -13
> COc1ccccc1CNC(=O)COC(=O)c1ccc(S(=O)(=O)N2CCCCC2)cc1
    2 | 20 | -3 | -3 | 2 | 0 | -2
> Brc1c(CSc2nncn2-c2ccccc2)nc2sccn12
    . | -8 | -2 | . | . | -2 | 7
> O=C(C[C@@H]1CC[C@H]2[C@@H](COC[C@H](O)CN2Cc2ccc(F)cc2)O1)N1CCc2ccccc2C1
    0 | -1 | 28 | 1 | -3 | -3 | 3
> C[C@@H]1CCCCO[C@H](CN(C)C(=O)CCCN(C)C)[C@@H](C)CN([C@H](C)CO)C(=O)c2cc(NC(=O)Nc3ccc4c(c3)OCO4)ccc2O1
    . | 7 | . | . | . | -2 | 6
> O=C(NCc1ccccc1)C(=O)NCC1CCCN1S(=O)(=O)c1cccs1 (configuration not stated)
    -1 | 15 | 11 | 0 | -6 | 4 | -2
> COc1cc(OC)nc(Nc2nc(C(N)CCc3ccccc3)cs2)n1 (configuration not stated)
    1 | 2 | -3 | -3 | 1 | 8 | -3
> COCC(=O)N(C)C[C@@H]1Oc2cc(C#CCC(C)C)ccc2S(=O)(=O)N([C@@H](C)CO)C[C@H]1C
    -14 | 0 | -14 | -3 | 1 | -12 | -6
> Oc1ccc2ccccc2c1CN1CCOCC1
    9 | 7 | -9 | -2 | 2 | 1 | -3
> COc1ccc(S(=O)(=O)N2CCCCCC2)cc1C(=O)N(C)Cc1ccc(C)cc1
    4 | 8 | 2 | -2 | 1 | -3 | -3
> O=C(Nc1nnc(-c2ccco2)o1)c1ccc(S(=O)(=O)N2CCCCC2)cc1
    -2 | -3 | -15 | 2 | 5 | 8 | -10

Pulled one by one from the list above:
The line under a structure holds: S100A4 inh HTS | LGR2 antag | C2C12 statin | SIRT5 inh | CASP6 VEID inh | FN deposit inh | esBAF inh
> O=C(NCc1ccccc1)C(=O)NCC1CCCN1S(=O)(=O)c1cccs1 (configuration not stated)
    -1 | 15 | 11 | 0 | -6 | 4 | -2
> O=C(Nc1nnc(-c2ccco2)o1)c1ccc(S(=O)(=O)N2CCCCC2)cc1
    -2 | -3 | -15 | 2 | 5 | 8 | -10
> COc1cc(OC)nc(Nc2nc(C(N)CCc3ccccc3)cs2)n1 (configuration not stated)
    1 | 2 | -3 | -3 | 1 | 8 | -3

New compounds follow
The line under a structure holds: S100A4 inh HTS | LGR2 antag | C2C12 statin | SIRT5 inh | CASP6 VEID inh | FN deposit inh | esBAF inh
> c1ccc(N2CCN(c3ccccc3)C2c2cccs2)cc1
    . | . | 34 | . | . | -5 | 40
> COCC(=O)N(C)C[C@@H]1Oc2ncc(-c3ccccc3OC)cc2C(=O)N([C@@H](C)CO)C[C@H]1C
    41 | 10 | -20 | 1 | -1 | 11 | 0
> C[C@H]1CN([C@@H](C)CO)C(=O)c2cc(NS(C)(=O)=O)ccc2O[C@H]1CN(C)C(=O)Nc1cccc2ccccc12
    -37 | 2 | 17 | -8 | 0 | . | 4
> O=C(Cc1cccc(NC(=O)C2CCN(C(=O)C3CCC3)CC2)c1)Nc1cccc(C(=O)N2CCCC2)c1
    2 | -1 | 6 | -3 | 0 | 3 | -2
> O=C(O)c1ccccc1C(=O)OC1CCCC2CCCC21 (configuration not stated)
    -1 | -10 | . | . | -4 | -6 | .
> CN(CC(=O)NCCCn1ccnc1)S(=O)(=O)c1ccc(Cl)cc1
    -1 | 4 | 5 | 2 | -1 | 6 | -10
> CC(C)=CCN1C(=O)[C@]2(OCCC=C[C@H]2C)c2c(Br)cccc21
    1 | -7 | . | -1 | 1 | 11 | .
> CCOC(=O)c1cnc2c(C)cc(Cl)cc2c1N1CCN(C)CC1
    3 | -4 | . | -2 | -1 | 0 | .
> CC(C(=O)Nc1ccccc1C(F)(F)F)N1CCN(C)CC1 (configuration not stated)
    0 | 15 | 7 | 3 | -2 | 5 | 2
> S=C(NCCc1ccccc1)N1CCCC1
    -4 | -30 | . | 1 | 1 | -6 | .
> Cc1ccc(CNC(=O)Cc2csc(Nc3nc(=S)[nH]c4ccccc34)n2)cc1
    13 | -4 | . | 0 | 41* | . | .
> COc1ccc(-c2cn[nH]c2-c2ccc(OCc3ccc([N+](=O)[O-])cc3)cc2O)cc1
    0 | 42 | . | . | -1 | -5 | .
> Cc1ccccc1OCc1nnc(SCC(=O)O)n1-c1ccccc1
    -3 | 3 | -7 | -2 | 6 | 1 | 7
> N#CCCN(C(=O)COC(=O)c1ccc(S(=O)(=O)N2CCOCC2)cc1)c1ccccc1
    -7 | 3 | 4 | -3 | 2 | -35 | -6
> CO[C@H]1CN(C)C(=O)c2cc(NS(C)(=O)=O)ccc2OC[C@@H](C)N(C(=O)CN(C)C)C[C@@H]1C
    -2 | -9 | -29 | -5 | -3 | -11 | -2
> Cc1ccc(NC(=O)C(=O)NCC2CCN(C(=O)c3cccc([N+](=O)[O-])c3)CC2)cc1
    -2 | -22 | . | -4 | -4 | -3 | .
> COc1cc(OC)cc(C(=O)NC(=S)Nc2ccc3oc(=O)ccc3c2)c1
    -5 | 19 | 1 | 1 | -2 | 4 | -3
> COc1ccccc1CCNC(=O)C1CCN(C(=O)/C=C/c2ccccc2)CC1
    -2 | -31 | 0 | -5 | -2 | 1 | 23
> C[C@H]1CN([C@@H](C)CO)C(=O)c2cccc(NS(=O)(=O)c3ccccc3)c2O[C@H]1CN(C)C(=O)NC1CCCCC1
    -9 | -11 | -6 | -4 | 0 | . | 6
> COc1cccc(-c2ccc3c(c2)[C@H]2[C@H](CCN2C(=O)c2ccccn2)[C@@H](CO)N3)c1
    24 | -24 | 12 | 4 | 1 | -5 | 5
> CC(C)NC(=O)Nc1ccc2c(c1)CC(=O)N([C@@H](C)CO)C[C@@H](C)[C@@H](CN(C)C(=O)Nc1ccccc1)O2
    6 | -4 | 21 | 0 | 2 | . | -3
> CC(=O)Cc1nsc(NC(=O)c2ccc(COc3cccc(C)c3)o2)n1
    -1 | -4 | 6 | -2 | -1 | -5 | 0
> CN(C(=O)c1ccc(NC(=O)Cc2ccc(NC(=O)C3CCN(S(=O)(=O)c4cccc([N+](=O)[O-])c4)CC3)cc2)cc1)C1CCCC1
    2 | -22 | -7 | . | -1 | -1 | 3
> CC12CCC(C(=O)Nc3cccnc3)(CC1=O)C2(C)C (configuration not stated)
    . | . | -8 | . | . | -5 | -9
> CCN(c1cc(C)cc(C)c1)S(=O)(=O)c1nnc(NC(=O)C(C)(C)C)s1
    -1 | -16 | -1 | -3 | -1 | . | -5
> O=C(COC(=O)c1ccc(Cl)nc1)Nc1ccc2ccccc2c1
    -2 | 5 | 6 | -5 | -2 | . | 7
> COc1cccc(C(=O)Nc2ccccc2C(=O)N2CCCC2)c1
    . | . | 100* | . | . | -1 | -2
> O=C(C1=C(O)C(=O)N(CCN2CCOCC2)C1c1cccnc1)c1cc2ccccc2o1 (configuration not stated)
    . | 2 | 14 | . | . | -6 | 2
> COc1ccc(C2CCCN2C(=S)Nc2cccc(C)c2C)cc1OC (configuration not stated)
    -3 | -7 | -7 | -4 | 17 | 11 | -2
> CCN(CC(=O)NC1CC1)S(=O)(=O)c1ccc(C)cc1
    -2 | -2 | -4 | -3 | -2 | -2 | 5
> Cc1cc(C)nc(Nc2nc3ccccc3o2)n1
    -4 | -20 | -35 | . | -2 | 0 | -7
> CC/C(=N\NC(=O)c1ccc(N2CCCC2=O)cc1)c1ccccc1
    2 | 3 | 0 | -1 | 1 | -10 | 1
> CCOc1ccc2[nH]c(=O)c(CN(CCN3CCOCC3)Cc3nnnn3C(C)(C)CC)cc2c1
    0 | 0 | 5 | -7 | 1 | . | -4
> O=C(CCN1C(=O)/C(=C\c2cccs2)SC1=S)Nc1ccc(C(=O)O)cc1
    -4 | -7 | . | 4 | 5 | 1 | .
> CCCCNC(=O)C1(C)CCCCN1C(=O)c1cccc(OC(F)(F)F)c1 (configuration not stated)
    -8 | -18 | -2 | 3 | 0 | -3 | -1
> OCC1(CCOc2ccccc2)CCN(Cc2ccncc2)CC1
    -1 | -5 | -4 | 0 | -1 | 4 | 4
> CC1CCCC(NC(=O)c2ccc(CNc3c(N4CCCC4)c(=O)c3=O)cc2)C1C (configuration not stated)
    1 | . | -24 | 3 | -1 | 0 | 5
> Cc1ccc(/C=C2\SC(=O)N(CCC(=O)N3CCN(C)CC3)C2=O)cc1
    4 | -17 | -1 | 0 | -1 | -9 | 16
> O=C(C[C@@H]1CC[C@H]2[C@@H](COC[C@@H](O)CN2S(=O)(=O)c2ccccc2Cl)O1)NCc1ccccc1Cl
    16 | -10 | 8 | 1 | 0 | 0 | -4
